# Assay outcomes: PubChem BioAssay, National Center for Advancing Translational Sciences (NCATS)
# Pol iota inh: inhibitors of human DNA polymerase iota; Q9UNA4; Pol iota fluorescent replication assay, 10 min; Potency, µM (titrated, usually from 115 µM), for the others: at the highest dose activity, negative = inhibition, hits mostly inhibitors; 390,000 compounds, 1% hits; AID 588590
#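 Pol iota at 10 nM preincubated 15 min with compounds at room temperature; reaction started with fluorescent substrate, 50 nM final. Fluorescence read kinetically at 0 and 10 min; buffer-only wells as negative control.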
# JMJD2A Tudor inh: blocks the human JMJD2A Tudor domain; O75164; AlphaScreen JMJD2A-Tudor / H3K4me3 peptide binding; Potency, µM (highest dose often 114 µM), for inactives: at the top dose activity change, negative = inhibition, hits mostly inhibitors; 390,000 compounds, 4.4% hits; AID 504339; also: % is scaled to controls: 0 for no effect and ±100 for the full control effect; nearly all actives have a fitted effect of over 50% in size
# Pin1 inh: blocks the human prolyl isomerase Pin1 | Q13526 | Pin1 FP peptide displacement, HiFluor488, 10 min | Potency, µM (doses to about 115 µM), without a hit: at the top dose activity, negative = inhibition, usual class: inhibitors | 390,000 compounds, 0.009% hits | AID 504891; active = well fitted inhibition curve with a large enough effect in the polarisation, with a control signal flat, not every such curve was filed as active; inconclusive = small, poorly fitted or top-dose-only effect, or effect the other way, or a change in a side signal; inactive = no such curve, though single readings can be large or run the other way; the % refers to the polarisation; also: % is scaled to controls: 0 for no effect and ±100 for the full control effect
# PGK inhibitor: blocks T. brucei phosphoglycerate kinase; PGK/GAPDH coupled, Kinase-Glo luminescence, 60 min; Potency, µM (series often up to 57.5 µM), for the others: top-dose activity change, negative = inhibition, actives largely listed as inhibitors; 380,000 compounds, 0.043% hits; AID 602233; also: % is scaled to controls: 0 for no effect and ±100 for the full control effect; nearly all actives have a fitted effect of over 60% in size
# Target sequence (P07378 whole entry, looked up): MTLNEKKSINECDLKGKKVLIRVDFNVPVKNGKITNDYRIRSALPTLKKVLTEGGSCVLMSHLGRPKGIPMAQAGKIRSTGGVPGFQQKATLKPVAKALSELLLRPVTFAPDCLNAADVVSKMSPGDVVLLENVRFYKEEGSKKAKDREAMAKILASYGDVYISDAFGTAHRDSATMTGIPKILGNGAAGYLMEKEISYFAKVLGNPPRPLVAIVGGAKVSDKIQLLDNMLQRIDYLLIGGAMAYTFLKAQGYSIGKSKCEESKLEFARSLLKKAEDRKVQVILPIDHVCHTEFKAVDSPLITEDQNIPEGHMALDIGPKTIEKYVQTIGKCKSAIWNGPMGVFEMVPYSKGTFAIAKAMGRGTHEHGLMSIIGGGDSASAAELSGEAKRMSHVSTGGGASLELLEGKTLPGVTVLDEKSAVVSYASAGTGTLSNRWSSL
#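 Recombinant glycosomal PGK reaction used 1,3-bisphosphoglycerate generated in-well by GAPDH (100nM final) in 100mM TEA pH 7.6, 5mM MgCl2, 0.01% Tween-20. After 60 minutes at room temperature, ATP was read by Kinase-Glo Plus luminescence end-point.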
# BAZ2B inh: inhibitors of human BAZ2B bromodomain. Q9UIF8. AlphaScreen BAZ2B-H3K14Ac peptide displacement. Potency, µM (doses to about 114 µM), inactives show at the top dose activity change, negative = inhibition, usual class: inhibitors. 360,000 compounds, 4.4% hits. AID 504333; also: % is scaled to controls: 0 for no effect and ±100 for the full control effect; nearly all actives have a fitted effect of over 60% in size
#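 Compounds, titrated to a top concentration of 110 uM, were incubated 30 min at room temperature with preformed BAZ2B/acetyl-K14 H3 peptide complex (50 nM each). Proximity signal was measured by AlphaScreen after 20 min with beads.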
# HP1b binding inh: HP1-beta chromodomain-methylated histone interaction inhibition; P83916; AlphaScreen HP1-beta / biotin-H3K9me3 peptide binding; Potency, µM (top dose mostly 114 µM), inactives show top-dose activity change, negative = inhibition, actives largely listed as inhibitors; 390,000 compounds, 0.56% hits; also: nearly all actives have a fitted effect of over 70% in size; inactives centre near 23
# Target sequence (P83916 whole entry, looked up): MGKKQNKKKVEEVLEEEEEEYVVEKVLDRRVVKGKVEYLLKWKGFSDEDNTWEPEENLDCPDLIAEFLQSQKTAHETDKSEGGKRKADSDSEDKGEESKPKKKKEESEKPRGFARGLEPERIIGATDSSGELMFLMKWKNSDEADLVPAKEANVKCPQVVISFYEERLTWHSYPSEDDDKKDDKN
#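 HP1-beta protein (50 nM final) preincubated 30 min at room temperature with biotinylated H3(1-18)K9me3 peptide (50 nM) in PBS pH 7.4, 0.01% Tween-20, then compound added for 30 min. AlphaScreen streptavidin donor/nickel chelate acceptor beads (10 ug/mL final), 30 min dark, luminescence read.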
# G9a block: blocks human histone lysine methyltransferase G9a. Q96KQ7. G9a H3K9 monomethylation, AlphaScreen, 2 h. Potency, µM (titrated, usually from 102 µM), for inactives: at the top dose activity, negative = inhibition, hits mostly inhibitors. 350,000 compounds, 8.8% hits; also: % is scaled to controls: 0 for no effect and ±100 for the full control effect; nearly all actives have a fitted effect of over 75% in size
# Target sequence (Q96KQ7 913-1193 limits assumed): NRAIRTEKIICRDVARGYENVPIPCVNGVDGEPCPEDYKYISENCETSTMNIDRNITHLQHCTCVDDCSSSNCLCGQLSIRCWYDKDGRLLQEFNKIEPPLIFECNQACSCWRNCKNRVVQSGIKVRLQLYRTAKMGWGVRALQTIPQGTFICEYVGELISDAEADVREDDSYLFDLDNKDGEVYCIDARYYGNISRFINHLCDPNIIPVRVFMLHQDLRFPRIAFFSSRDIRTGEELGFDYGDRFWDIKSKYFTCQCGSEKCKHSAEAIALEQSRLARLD
#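 Using a bead-based AlphaScreen, monomethylated H3K9 product from 2 h room-temperature reactions (G9a 20 nM, peptide 500 nM, SAM 20 uM) was detected with 0.5 ug/mL rabbit anti-H3K9me1 antibody.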
# BLM helicase inh: Bloom syndrome helicase (human) inhibition. Potency, µM (titrated, usually from 56.1 µM), for inactives: at the highest dose activity change, negative = inhibition, hits mostly inhibitors. recombinant BLM DNA unwinding, fluorescence dequenching. AID 2528. 350,000 compounds, 0.2% hits. P54132;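 also: plate controls were vehicle for no effect and no enzyme for full effect; nearly all actives have a fitted effect of over 35% in size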
# GLS inh: blocks human kidney-isoform glutaminase activity; GLS enzymatic activity, qHTS titration; O94925; AID 624170; 410,000 compounds, 0.21% hits; Potency, µM (top dose mostly 45.5 µM), without a hit: top-dose activity change, negative = inhibition, hits mostly inhibitors; also: % is scaled to controls: 0 for no effect and ±100 for the full control effect
#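 Human kidney-isoform GLS in 45 mM KH2PO4 pH 8.2, 0.02% Tween-20, with compound, started with 1mM L-Glutamine (added stock). Glutamate oxidase/HRP/Amplex red coupled fluorescence read at start and after 30 min at RT.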
# Starred values were filed as active, the others as inactive; i = inactive; ? = inconclusive; . = no result given; & = joins results of further samples; [ ] = another dose, or the depositor's remark. Unless noted, calls follow the shape of the dose curve; as a rule, active = well fitted curve in the direction sought with a large enough effect; inconclusive = small, poorly fitted or top-dose-only effect, or another doubt; inactive = no such curve, though single readings can be large; an effect the other way counts as inactive or inconclusive. Potency is read from the fitted curve at half-maximal effect.
No.	Structure	Pol iota inh	JMJD2A Tudor inh	Pin1 inh	PGK inhibitor	BAZ2B inh
1	CCN1C(=O)c2cccc3c(S(=O)(=O)Nc4ccccc4O)ccc1c23	-12%	?	?	9%	?
2	O=C1N=C(N2CCOCC2)S/C1=C1\C(=O)N(Cc2ccccc2)c2ccccc21	14%	-15%	-1%	2%	21%
3	Cc1ccc(-c2nnc(N3CCN(C(=O)COc4ccccc4)CC3)c3ccccc23)cc1	2%	?	4%	6%	-38%
4	COc1cccc(CN(C)C(=O)COc2cccc3c2OC(C)(C)C3)c1OC	14%	-1%	-2%	-4%	.
5	NC(=O)c1c(NC(=O)c2ccc(S(=O)(=O)N3CCOCC3)cc2)sc2c1CCCCC2	175%[activator]	-10%	-4%	i	-7%
6	Cc1c(Cc2ccccc2)sc(NC(=O)c2ccco2)c1C(N)=O	-2%	-19%	7%	.	8%
7	CC(C)[C@H](NC(=O)CCn1nnc2ccccc2c1=O)C(=O)O	-3%	-6%	-12%	-7%	-1%
8	COc1cc(C2C(C(=O)Nc3ccc(Cl)cc3)=C(C)Nc3nc(SC)nn32)cc(OC)c1OC (stereo unspecified)	-1%	-18%	5%	-3%	8%
9	COc1ccc(NC(=O)CN(C)C(=O)CC2CCCCC2)cc1	13%	-5%	0%	-5%	4%
10	CC(=O)OC(C)C[N+](C)(C)C (stereo unspecified)	?	-12%	2%	3%	-4%
11	COCCC(=O)N1CCCC(N2CCN(c3ccc(F)cc3)CC2)C1 (stereo unspecified)	14%	-15%	-4%	0%	6%
12	CC1CCCN(C(=O)CNC(=O)c2cccs2)C1 (stereo unspecified)	21%	9%	-4%	-9%	0%

No.	HP1b binding inh	G9a block	BLM helicase inh	GLS inh
1	-16%	45µM*	-8%	11µM*
2	27%	15%[59 µM]	-4%	1%
3	-3%	?	-4%	5%
4	14%	.	.	10%
5	36%	?	-4%	-11%
6	14%	5%[59 µM]	-4%	2%
7	82%[activator]	-19%	0%	-12%
8	11%	-4%[59 µM]	-8%	4%
9	8%	0%	.	6%
10	22%	-1%[59 µM]	5%&-7%	6%
11	30%	43%	1%	17%
12	35%	-6%[59 µM]	.	3%

# GLS inh: hit marks shown above.
No.	Structure	Pol iota inh	JMJD2A Tudor inh	Pin1 inh	PGK inhibitor	BAZ2B inh
1	CCN1C(=O)c2cccc3c(S(=O)(=O)Nc4ccccc4O)ccc1c23	-12%	?	?	9%	?

No.	HP1b binding inh	G9a block	BLM helicase inh	GLS inh
1	-16%	45µM*	-8%	11µM*

# More compounds.
No.	Structure	Pol iota inh	JMJD2A Tudor inh	Pin1 inh	PGK inhibitor	BAZ2B inh
13	Cc1cccc(C)c1OCC(=O)OCC(=O)Nc1ccc(Cl)cn1	11%	-24%	0%	7%	-6%
14	c1ccc(-c2nnc(OCc3cccnc3)c3ccccc23)cc1	101%[activator]	3%	6%	i	-27%
15	CC(C)CNC(=S)NNC(=O)c1csc2c1CCCC2	12%	-5%	0%	4%	-3%
16	COc1ccc(OC)c(CCNC(=O)CCc2cn(Cc3cc(C)ccc3C)c3ccccc23)c1	0%	?	30%	-1%	?
17	CC(/C=C/c1ccccc1)=N/NC(=O)c1cnccn1	1%	-35%	6%	9%	-23%
18	CC(=O)NC1CSCC1OC(C)=O (stereo unspecified)	16%	-6%	0%	2%	21%
19	CCOC(=O)c1c(C)oc2c1c(C(c1ccccc1)N1CCOCC1)c(O)c1ccccc12 (stereo unspecified)	7%	-31%	4%	-5%	-33%
20	CCOc1ccc(-c2cnc3ccccc3n2)cc1	-14%	19%	-2%	-15%	8%
21	O=C(CCn1nc(-c2ccccc2)ccc1=O)N1CCN(c2ccccc2)CC1	6%	-18%	0%	-2%	-2%
22	CCOC(=O)Nc1ccc2c(CN3C(=O)NC4(CCCC4)C3=O)cc(=O)oc2c1	?	-30%	22%	i	8%
23	O=C(NCCN1CCOCC1)c1cccc(S(=O)(=O)N2CCCCCC2)c1	18%	10%	-4%	-3%	11%
24	CC(=O)c1ccc(NC(=O)c2ccccc2Sc2ncnc3sc(C)c(C)c23)cc1	3%	-21%	9%	6%	-36%

No.	HP1b binding inh	G9a block	BLM helicase inh	GLS inh
13	19%	14%[59 µM]	.	10%
14	45%[activator]	-34%	-3%	25%
15	20%	64%[activator][12.7 µM]	-2%	1%
16	6%	?	-8%	-9%
17	45%[activator]	-11%[59 µM]	-5%	15%
18	40%[activator]	-2%[59 µM]	0%	9%
19	-15%	?	-4%	4%
20	65%[activator]	40%	-5%	-6%
21	-5%	10%	1%	10%
22	-5%	-6%[59 µM]	-3%	0%
23	38%[activator]	-5%[12.7 µM]	-8%	2%
24	20%	32µM*	0%	6%

# In the list so far, two have an aryl thioether with sulfur outside any ring:
No.	Structure	Pol iota inh	JMJD2A Tudor inh	Pin1 inh	PGK inhibitor	BAZ2B inh
8	COc1cc(C2C(C(=O)Nc3ccc(Cl)cc3)=C(C)Nc3nc(SC)nn32)cc(OC)c1OC (stereo unspecified)	-1%	-18%	5%	-3%	8%
24	CC(=O)c1ccc(NC(=O)c2ccccc2Sc2ncnc3sc(C)c(C)c23)cc1	3%	-21%	9%	6%	-36%

No.	HP1b binding inh	G9a block	BLM helicase inh	GLS inh
8	11%	-4%[59 µM]	-8%	4%
24	20%	32µM*	0%	6%

# Further compounds follow.
No.	Structure	Pol iota inh	JMJD2A Tudor inh	Pin1 inh	PGK inhibitor	BAZ2B inh
25	CS(=O)(=O)NNC(=O)c1cc2cc3ccccc3nc2s1	13%	0%	-6%	i	-13%
26	Cc1cccc(C(=O)Nc2cc(S(=O)(=O)N3CCOCC3)ccc2N2CCCCC2)c1	-10%	-16%	58%[activator]	i	1%
27	O=C(NNC(=O)C1CC2CCC1C2)c1ccccc1 (stereo unspecified)	-3%	3%	?	-7%	9%
28	CS(=O)(=O)c1ccc2nc(NC(=O)CCN3C(=O)c4ccccc4C3=O)sc2c1	105%[activator]	-21%[11.4 µM]	-2%	-1%	-11%
29	C#CC1(O)CCCC2C3CCC4CC(OC(C)=O)CCC4(C)C3C(=O)CC21C (stereo unspecified)	2%	-20%	-2%	-7%	.
30	Cc1cc(N2CCOCC2)n2cc(-c3ccc(F)cc3)nc2n1	27%	-10%	-2%	-6%	3%
31	CC(=O)Nc1ccc(NC(=O)C(=O)NCC(c2ccco2)N2CCc3ccccc3C2)cc1 (stereo unspecified)	20%	-11%	19%	-7%	5%
32	CC(C)CCNC(=O)CSc1nc2ccsc2c(=O)n1NC(=O)c1ccccc1	-1%	-4%	0%	-12%	2%
33	CN(C)CCCNC(=O)C[C@H]1C[C@H](C(=O)N2CCCCC2)[C@@]2(C)c3[nH]c4ccc(Cl)cc4c3CCN2C1=O	5%	-9%	-1%	10%	.
34	Cc1cccc(Cn2c(NCCO)nc3c2c(=O)n(C)c(=O)n3C)c1	5%	-9%	2%	-2%	-20%
35	Cc1cc(C)c(S(=O)(=O)N2CCN(C(=O)N3CCOCC3)CC2)c(C)c1	66%[activator]	2%	-7%	0%	8%
36	COc1cc(/C=N/NC(=O)C(=O)NCc2cccnc2)ccc1O	4%	-2%	-1%	-7%	-6%

No.	HP1b binding inh	G9a block	BLM helicase inh	GLS inh
25	20%	-27%	2%	-7%
26	13%	5%[12.7 µM]	.	1%
27	28%	-3%[59 µM]	-4%	-4%
28	?	-11%	-1%	9%
29	16%[57 µM]	.	.	-8%
30	59%[activator]	-22%	-1%	2%
31	31%	24%[2.33 µM]	.	-6%
32	32%	?	-3%	-1%
33	27%	.	.	9%
34	4%	2%	1%	5%
35	35%	.	2%	-6%
36	33%	12%[59 µM]	2%	30%[activator]

# Compound profiles, from the list above:
# CN(C)CCCNC(=O)C[C@H]1C[C@H](C(=O)N2CCCCC2)[C@@]2(C)c3[nH]c4ccc(Cl)cc4c3CCN2C1=O as listed: Pol iota inh: 5%; JMJD2A Tudor inh: -9%; Pin1 inh: -1%; PGK inhibitor: 10%; BAZ2B inh: .; HP1b binding inh: 27%; G9a block: .; BLM helicase inh: .; GLS inh: 9%
# C#CC1(O)CCCC2C3CCC4CC(OC(C)=O)CCC4(C)C3C(=O)CC21C (stereo unspecified) as listed: Pol iota inh: 2%; JMJD2A Tudor inh: -20%; Pin1 inh: -2%; PGK inhibitor: -7%; BAZ2B inh: .; HP1b binding inh: 16%[57 µM]; G9a block: .; BLM helicase inh: .; GLS inh: -8%

# Other records.
No.	Structure	Pol iota inh	JMJD2A Tudor inh	Pin1 inh	PGK inhibitor	BAZ2B inh
37	COc1ccc(NC(=O)CNC(=O)Cn2cnc3sc(C)c(C)c3c2=O)cc1OC	37%[activator]	-11%	-4%	-10%	-1%
38	COc1cccc(Oc2ccc(C(F)(F)F)cc2NC(=O)CN2C(=O)NC3(CCCC3)C2=O)c1	22%	-5%	22%	3%	.
39	CN(Cc1ccccc1)C(=O)CN1C(=O)NC2(CCCCCCC2)C1=O	9%	-10%	-6%	3%	-31%
40	Cc1ccc(C(=O)C(OC(=O)CNC(=O)COc2ccccc2C)c2ccccc2)cc1 (stereo unspecified)	-19%	-12%[57.1 µM]	1%	.	.

No.	HP1b binding inh	G9a block	BLM helicase inh	GLS inh
37	61%[activator]	38%	-3%	7%
38	28%	.	.	-18%
39	25%	7%[2.33 µM]	.	9%
40	14%[57 µM]	.	.	.

# Some of the compounds tested; the hit share may differ from the screen's.
